Screening results (PubChem)
ELG1 repair inh – inhibitors of ELG1-dependent DNA repair in HEK293T cells | hit rate 2.3% among 330,000 | HEK293T ELG1-luciferase reporter, luminescence, 16 h; DNA damage induced by 5-fluorouridine | Potency, µM (highest dose often 46.1 µM), without a hit: top-dose activity change, negative = inhibition, usual class: inhibitors | AID 504467; note: potency is the fitted concentration of half-maximal effect; % is set by controls: 0 for no effect and ±100 for the full control effect; nearly all actives have a fitted effect of over 55% in size
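Luminescence from the luciferase reporter, measured 30 min after ONE-Glo reagent at room temperature, was the read-out. Beforehand, 2,000 cells per well were exposed for 16 hr at 37 °C to 5-fluorouridine together with compound or vehicle.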
TCR act – activates T cell receptor signaling; Potency, µM (doses to about 9.22 µM), inactives show at the highest dose activation of IL-2 secretion, most hits filed as activators; primary human leukocytes, anti-CD3, IL-2 HTRF, 48 h; 330,000 tested, under 10 active; note: % of control where 0% means no effect
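Primary human leukocytes were stimulated with a-CD3 beads plus compounds for 48 hr without co-stimulation; secreted IL-2 was quantified by HTRF using a-IL-2-K (europium cryptate) and a-IL-2-d2, excited at 320nm with acceptor emission read at 665nm.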
Integrin act MD – integrin-mediated muscular dystrophy alleviation activation. alpha7betagal myoblasts, beta-gal FDG fluorescence, 48 h. Potency, µM (doses to about 38.3 µM), for the others: top-dose activation, most hits filed as activators. hit rate 0.064% among 350,000;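 note: potency is the fitted concentration of half-maximal effect; 100% = response of the positive control SU9516; nearly all actives have a fitted effect of over 60% in size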
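Alpha7betagal+/- myoblasts (passage 13) were plated 16-24 hr, then exposed to compounds (1:260 dilution of DMSO stock) for 48 hours at 37C. After MPER lysis, β-galactosidase reporter activity was read as FDG fluorescence (ex 480/em 540) after 30 minutes.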
TRPV1 agonist – human TRPV1 agonism | Q8NER1 | TRPV1-expressing cells, Fluo-8 calcium influx, agonist mode | activation, % at 8.33 µM | hit rate 0.19% among 320,000; in the data active = activation above about 80%; inconclusive = between about 30% and that limit; note: 0% is about no effect
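Fluo-8 calcium influx in TRPV1-expressing cells, kinetic read (ex 480/em 520 nm). Compound added and read 3 min for agonist activity, followed by capsaicin at EC20 final and 2 min further read for enhancement.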
p53 reactivation – restores transcriptional activity of mutant p53; hit rate 0.063% among 320,000; H1299 p53-A138V BP100-luciferase reporter, luminescence, 24 h; Potency, µM (top dose mostly 92.2 µM), for the others: at the top dose activity change, positive = activation, hits mostly activators; note: potency is the fitted concentration of half-maximal effect; % of control where 0% means no effect; nearly all actives have a fitted effect of over 45% in size
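H1299 (p53-null), stable ts p53-A138V + BP100-Luc; 1000 cells/well, Opti-MEM/10% FBS; cpd 4 pt, 1:5; 24 h, 37 deg C, 5% CO2; detection reagent 10 min RT; luminescence.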
A-T KAP1 phos – potential ataxia-telangiectasia treatment; […] A-T fibroblasts, KAP-1 phosphorylation AlphaLISA; neocarzinostatin DNA damage 30 min before lysis; hit rate 0.19% among 320,000; Potency, µM (series often up to 57.5 µM), without a hit: top-dose activation, usual class: activators; note: potency is the fitted concentration of half-maximal effect; % of control where 0% means no effect; nearly all actives have a fitted effect of over 45% in size
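hTERT-immortalized A-T patient fibroblasts ([…]), 500 cells/well in OPTI-MEM, 1% FBS, got compounds for 60 min, then NCS for 30 min at 37C. Lysates were then assayed for phospho-KAP-1 by AlphaLISA (anti-pKAP1 donor, anti-KAP1 acceptor beads), 6 hr at 25C.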
MLL CXXC-DNA inh – blocks binding of human MLL CXXC domain to DNA | Q03164 | MLL-CXXC / FITC-HOXA9 DNA fluorescence polarization | Potency, µM (series often up to 115 µM), inactives show at the highest dose activity change, negative = inhibition, hits mostly inhibitors | hit rate 0.037% among 290,000 | AID 2662; active = well fitted inhibition curve with a large enough effect in the polarisation, with a control signal flat, not every such curve was filed as active; inconclusive = small, poorly fitted or top-dose-only effect, or effect the other way, or a change in a side signal; inactive = no such curve, though single readings can be large or run the other way; the % refers to the polarisation; note: potency is the fitted concentration of half-maximal effect
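Fluorescence polarization: 7 uM MLL-CXXC (stock) preincubated 5 min with compounds, then 50 nM fluorescein-HOX-A9 DNA (stock) added; 30 min ambient. Buffer 50 mM Tris-HCl pH 7.5, 50 mM NaCl, 1 mM DTT, 0.05% BSA.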
PTAP TSG101 blk – blocks PTAP/TSG101 interaction to inhibit HIV-1 budding | Q99816 | Fluorescence polarization, FITC-PTAP peptide / Tsg101 binding | Potency, µM (titrated, usually from 115 µM), without a hit: at the highest dose activity change, negative = inhibition, usual class: inhibitors | 340,000 tested, under 10 active; active = well fitted inhibition curve with a large enough effect in the main read-out, with a control signal flat, not every such curve was filed as active; inconclusive = small, poorly fitted or top-dose-only effect, or effect the other way, or a change in a side signal; inactive = no such curve, though single readings can be large or run the other way; note: potency is the fitted concentration of half-maximal effect; % of control where 0% means no effect
Target sequence (Q99816 whole entry, looked up): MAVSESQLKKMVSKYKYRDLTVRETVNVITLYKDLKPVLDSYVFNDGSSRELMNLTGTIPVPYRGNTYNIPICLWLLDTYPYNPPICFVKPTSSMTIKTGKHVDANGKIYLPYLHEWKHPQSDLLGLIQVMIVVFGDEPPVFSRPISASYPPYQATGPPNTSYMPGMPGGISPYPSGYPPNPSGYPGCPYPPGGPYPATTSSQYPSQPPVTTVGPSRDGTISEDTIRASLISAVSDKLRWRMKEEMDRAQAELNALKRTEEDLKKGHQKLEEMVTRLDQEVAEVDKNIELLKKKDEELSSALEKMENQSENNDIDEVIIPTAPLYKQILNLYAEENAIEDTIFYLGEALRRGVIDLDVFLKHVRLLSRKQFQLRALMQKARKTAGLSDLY
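Compounds were pin-transferred onto Tsg101 binding domain (10 uM final) in HEPES pH 7.5 buffer, then FITC-PTAP peptide was added at 50 nM final. After 20 min at RT, polarization reported peptide displacement across a qHTS concentration series.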
B2AR arrestin – agonists driving beta-arrestin recruitment to human beta2-adrenergic receptor | beta-arrestin recruitment to beta2AR, cell-based reporter | P07550 | hit rate 0.02% among 330,000 | Potency, µM (doses to about 46.1 µM), inactives show at the top dose activation, actives largely listed as activators;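 note: potency is the fitted concentration of half-maximal effect; 0% = DMSO controls and full agonism = EC100 isoproterenol or metaproterenol; nearly all actives have a fitted effect of over 65% in size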
Target sequence (P07550 whole entry, looked up): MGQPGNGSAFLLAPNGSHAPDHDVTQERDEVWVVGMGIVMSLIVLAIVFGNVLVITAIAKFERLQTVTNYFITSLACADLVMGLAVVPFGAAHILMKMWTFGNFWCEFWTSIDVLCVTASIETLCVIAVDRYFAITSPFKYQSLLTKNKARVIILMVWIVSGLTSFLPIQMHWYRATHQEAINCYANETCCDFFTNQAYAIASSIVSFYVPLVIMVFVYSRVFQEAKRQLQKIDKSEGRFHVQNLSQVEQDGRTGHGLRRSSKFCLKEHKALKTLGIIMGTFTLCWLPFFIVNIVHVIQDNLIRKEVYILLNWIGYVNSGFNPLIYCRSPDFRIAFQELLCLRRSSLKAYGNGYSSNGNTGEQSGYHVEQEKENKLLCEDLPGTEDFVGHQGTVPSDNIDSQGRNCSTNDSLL
BRCA1 expr act – BRCA1 expression activation | hit rate 1.1% among 380,000 | MCF7-BRCA1-FFLuc reporter, luminescence, 48 h; response scale: scaled: vehicle 0%, 10 µM genistein 100% | Potency, µM (series often up to 46.1 µM), without a hit: at the highest dose activation, hits mostly activators | AID 624202; note: potency is the fitted concentration of half-maximal effect; nearly all actives have a fitted effect of over 80% in size; some results filed as inactive show a strong effect at the top dose
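48 h compound treatment of MCF7-BRCA1-FFLuc cells (phenol-red free MEM, 37 °C), then 15 min with luciferase substrate and luminescence imaging.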
* = called active by the depositor; & = joins results of further samples; [ ] = dose if it differs, or a comment. Unless noted, calls come from the whole dose curve; as a rule, active = well fitted curve in the direction sought with a large enough effect; inconclusive = small, poorly fitted or top-dose-only effect, or another doubt; inactive = no such curve, though single readings can be large; an effect the other way counts as inactive or inconclusive.

`CS(=O)(=O)Nc1ccc(C2=NN(S(C)(=O)=O)C(c3cccs3)C2)cc1` (configuration not stated) gave ELG1 repair inh inconclusive, TCR act -6%, Integrin act MD -37%, TRPV1 agonist -1, p53 reactivation 28%, A-T KAP1 phos -2%, MLL CXXC-DNA inh 6%, PTAP TSG101 blk 0%, B2AR arrestin -0.3% and BRCA1 expr act inconclusive.
`Cc1ccc(-c2c[n+](CC(=O)Nc3ccccc3)c3n2CCC3)cc1` gave ELG1 repair inh -7%, TCR act -22%, Integrin act MD inconclusive, TRPV1 agonist 2, p53 reactivation -4%, A-T KAP1 phos -6%, MLL CXXC-DNA inh 2%, PTAP TSG101 blk -12%, B2AR arrestin -0.9% and BRCA1 expr act -30%.
For Cc1nn(-c2ccccc2)c(N)c1N=Nc1ccc(Cl)cc1 the results were ELG1 repair inh inconclusive, TCR act -4%[46.1 µM], Integrin act MD -46%[inhibitor], TRPV1 agonist 0, p53 reactivation inconclusive, A-T KAP1 phos 2%, MLL CXXC-DNA inh -4%, PTAP TSG101 blk -2%, B2AR arrestin -0.6% and BRCA1 expr act inconclusive.
`COC(=O)c1ccc(C(=O)OC)c(NC(=O)CN2CCCCC2)c1` gave ELG1 repair inh 6%, TCR act -2%, Integrin act MD 1%, TRPV1 agonist inconclusive, p53 reactivation -2%, A-T KAP1 phos 3%, MLL CXXC-DNA inh 5%, PTAP TSG101 blk -2%, B2AR arrestin -0.1% and BRCA1 expr act 1%.
`CCOc1ccc(/C=N/n2nnnc2N)cc1O` gave ELG1 repair inh -70%, TCR act -1%, Integrin act MD -8%, p53 reactivation 1%, A-T KAP1 phos 12%, MLL CXXC-DNA inh -4%, PTAP TSG101 blk -5%, B2AR arrestin -0.7% and BRCA1 expr act -13%.
Screening CC(=O)Nc1nnc(SCc2cccc(F)c2)s1 returned ELG1 repair inh inconclusive, TCR act -4%, Integrin act MD -4%, TRPV1 agonist 12, p53 reactivation 1%, A-T KAP1 phos -2%, MLL CXXC-DNA inh -9%, PTAP TSG101 blk 0%, B2AR arrestin -0.5% and BRCA1 expr act 54%.
O=C(Oc1ccc(C(=S)N2CCOCC2)cc1)c1ccc([N+](=O)[O-])cc1 was read as ELG1 repair inh -4%, TCR act -1%, Integrin act MD -9%, TRPV1 agonist -2, p53 reactivation inconclusive, A-T KAP1 phos 27%, MLL CXXC-DNA inh -16%, PTAP TSG101 blk -3%, B2AR arrestin -0.7% and BRCA1 expr act -22%.
Oc1ccc(N2CCN(Cc3nc4ccccc4[nH]3)CC2)cc1 was read as ELG1 repair inh -24%, TCR act 10%, Integrin act MD -22%, TRPV1 agonist 1, p53 reactivation -5%, A-T KAP1 phos 1%, MLL CXXC-DNA inh 4%, PTAP TSG101 blk -2%, B2AR arrestin 0.0% and BRCA1 expr act -36%.
Screening COC(=O)Nc1ccc(S(=O)(=O)Nc2ccccc2F)cc1 returned ELG1 repair inh 1%, TCR act 0%, Integrin act MD 0%, TRPV1 agonist 1, p53 reactivation -17%, A-T KAP1 phos 1%, MLL CXXC-DNA inh 3%, PTAP TSG101 blk -7%, B2AR arrestin 0.1% and BRCA1 expr act -12%.
`COc1ccc(-n2nc3c(N4CCC(C(=O)NCC(C)c5ccccc5)CC4)nnc(C)c3c2C)cc1` (configuration not stated) gave ELG1 repair inh -22%, TCR act -2%, Integrin act MD -59%[inhibitor], TRPV1 agonist 20, p53 reactivation 23%, A-T KAP1 phos -6%, MLL CXXC-DNA inh 39%[activator], PTAP TSG101 blk 1%, B2AR arrestin -0.1% and BRCA1 expr act -29%.
For O=C(Nc1ccccc1N1CCN(c2ccccc2)CC1)c1ccccc1F the results were ELG1 repair inh inconclusive, TCR act 3%, Integrin act MD 5%, TRPV1 agonist 2, p53 reactivation 10%, A-T KAP1 phos 3%, MLL CXXC-DNA inh 6%, PTAP TSG101 blk 0%, B2AR arrestin -0.5% and BRCA1 expr act -33%.
`COC(=O)Nc1ccc(S(=O)(=O)N2CCCC(C(=O)N3CCCCCC3)C2)cc1` (configuration not stated) gave ELG1 repair inh inconclusive, TCR act 8%, Integrin act MD -4%, TRPV1 agonist 15, p53 reactivation -3%, A-T KAP1 phos 0%, MLL CXXC-DNA inh -10%, PTAP TSG101 blk -4%, B2AR arrestin -0.2% and BRCA1 expr act -6%.
Screening Cc1cc(C(=O)NNC(=O)CN2C(=O)NC(C)(c3ccccc3)C2=O)c(C)o1 (configuration not stated) returned ELG1 repair inh 8%, TCR act 1%, Integrin act MD 0%, TRPV1 agonist 2, p53 reactivation 0%, A-T KAP1 phos -2%, PTAP TSG101 blk -1%, B2AR arrestin 0.2% and BRCA1 expr act -4%.
`CCOc1ccc(CC(C(N)=O)C(N)=O)cc1CN(C)C` gave ELG1 repair inh 14%, TCR act 3%, Integrin act MD -20%, TRPV1 agonist -1, p53 reactivation 1%, A-T KAP1 phos -2%, MLL CXXC-DNA inh 4%, PTAP TSG101 blk -6%, B2AR arrestin 0.1% and BRCA1 expr act -17%.
`CCOc1nc(NC(=O)NS(=O)(=O)Oc2cccc(Cl)c2)nc(-c2ccccc2)n1` gave ELG1 repair inh inconclusive, TCR act 1%, Integrin act MD 9%, TRPV1 agonist 6, p53 reactivation 16%, A-T KAP1 phos 17%, MLL CXXC-DNA inh 6%, PTAP TSG101 blk -1%, B2AR arrestin 13% and BRCA1 expr act 18%&27%.
Screening CSc1nc(O)c(C(c2ccc(O)cc2)c2c(O)nc(SC)[nH]c2=O)c(=O)[nH]1 returned ELG1 repair inh 9%, TCR act -8%, Integrin act MD -29%, TRPV1 agonist 4, p53 reactivation 3%, A-T KAP1 phos 6%, MLL CXXC-DNA inh -13%, PTAP TSG101 blk -7%, B2AR arrestin -0.1% and BRCA1 expr act -4%.
Screening C/C(=C\C(=O)c1ccc(Br)cc1)N1CCCCC1 returned ELG1 repair inh 2%, TCR act -46%, Integrin act MD 0%, TRPV1 agonist inconclusive, p53 reactivation -3%, A-T KAP1 phos 2%, MLL CXXC-DNA inh 3%, PTAP TSG101 blk -8%, B2AR arrestin -0.9% and BRCA1 expr act 29%.
COCCNC(=O)CSc1nc2ccccc2c(=O)n1CC1CCCO1 (configuration not stated) was read as ELG1 repair inh 9%, TCR act 1%, Integrin act MD -5%, TRPV1 agonist -4, p53 reactivation -3%, A-T KAP1 phos 8%, MLL CXXC-DNA inh 7%, PTAP TSG101 blk -6%, B2AR arrestin 0.1% and BRCA1 expr act -6%.
Screening CCOC(=O)CSc1ccc(S(=O)(=O)N2CCCCC2)cc1[N+](=O)[O-] returned ELG1 repair inh 0%, TCR act 0%[46.1 µM], Integrin act MD 14%, TRPV1 agonist 13, p53 reactivation -8%, A-T KAP1 phos -5%, MLL CXXC-DNA inh -3%, PTAP TSG101 blk -4%, B2AR arrestin -2.0% and BRCA1 expr act -7%.
`O=C(Nc1ccc(Cl)cc1)c1cc2c(cc1O)[nH]c1ccccc12` gave ELG1 repair inh inconclusive, TCR act 8%, Integrin act MD -19%, TRPV1 agonist 4, p53 reactivation 7%, A-T KAP1 phos 3%, MLL CXXC-DNA inh 6%, PTAP TSG101 blk -2%, B2AR arrestin -0.5% and BRCA1 expr act -89%.
For O=C(CN(Cc1ccco1)C(=O)CNS(=O)(=O)c1ccc(Cl)cc1)NC1CCCCC1 the results were ELG1 repair inh -7%, TCR act 6%, Integrin act MD -1%, TRPV1 agonist 2, p53 reactivation 3%, A-T KAP1 phos -3%, MLL CXXC-DNA inh -3%, PTAP TSG101 blk 3%, B2AR arrestin -0.5% and BRCA1 expr act -20%.
`COc1ccc([C@@H]2C[C@@H](c3ccccc3)Oc3cc(C)cc(C)c32)cc1` gave ELG1 repair inh 2%, TCR act 2%, Integrin act MD 15%, TRPV1 agonist 2, p53 reactivation 2%, A-T KAP1 phos -14%, MLL CXXC-DNA inh -4%, B2AR arrestin 0.2% and BRCA1 expr act 7%.
Screening CC1=NNC(=O)c2ccccc2O1 returned ELG1 repair inh 0%, TCR act 1%, Integrin act MD 4%, TRPV1 agonist 2, p53 reactivation -11%, A-T KAP1 phos 3%, MLL CXXC-DNA inh 0%, PTAP TSG101 blk -3%, B2AR arrestin -0.3% and BRCA1 expr act 4%.
Screening Cn1cc(C(=O)N/N=C/C(Br)=C/c2ccccc2)ccc1=O returned ELG1 repair inh -12%, TCR act -6%, Integrin act MD -61%[inhibitor], TRPV1 agonist 29, p53 reactivation inconclusive, A-T KAP1 phos 3%, MLL CXXC-DNA inh 13%, PTAP TSG101 blk -3%, B2AR arrestin 1.0% and BRCA1 expr act -81%[inhibitor].
`COC(=O)CCCC1=CC2=C(c3ccccc3)C(=O)C(C)(OC(=O)C3CCCC3)C(=O)C2=CN1Cc1ccc2c(c1)OCO2` (configuration not stated) gave ELG1 repair inh -21%, TCR act 5%, Integrin act MD -6%, TRPV1 agonist 2, p53 reactivation -4%, A-T KAP1 phos 16%, MLL CXXC-DNA inh -8%, PTAP TSG101 blk -1%, B2AR arrestin 0.4% and BRCA1 expr act -1%.
